Screening data from PubChem.
CRFR2-BP antag – CRF-BP/CRF-R2 complex antagonism | hit rate 0.59% among 350,000 | HEK293 CRF-R2/CRF-BP, CRF-induced calcium fluorescence | inhibition, % at 11.8 µM;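 active means inhibition of the ligand-induced calcium signal above about 50% at the single tested concentration, limit read from the data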
CHRM5 antagonist – CHRM5 antagonism in calcium assay; CHO-hM5 cells, Fluo-8 calcium fluorescence, ACh EC80; inhibition, % at 3 µM; hit rate 0.59% among 360,000;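 active means inhibition above a per-plate cutoff, the mean of that plate's test compounds plus 3 SD, cut at about 27% in these data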;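 further: 0% = acetylcholine EC80 with DMSO and 100% = DMSO without agonist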
Target sequence (P08912 whole entry, looked up): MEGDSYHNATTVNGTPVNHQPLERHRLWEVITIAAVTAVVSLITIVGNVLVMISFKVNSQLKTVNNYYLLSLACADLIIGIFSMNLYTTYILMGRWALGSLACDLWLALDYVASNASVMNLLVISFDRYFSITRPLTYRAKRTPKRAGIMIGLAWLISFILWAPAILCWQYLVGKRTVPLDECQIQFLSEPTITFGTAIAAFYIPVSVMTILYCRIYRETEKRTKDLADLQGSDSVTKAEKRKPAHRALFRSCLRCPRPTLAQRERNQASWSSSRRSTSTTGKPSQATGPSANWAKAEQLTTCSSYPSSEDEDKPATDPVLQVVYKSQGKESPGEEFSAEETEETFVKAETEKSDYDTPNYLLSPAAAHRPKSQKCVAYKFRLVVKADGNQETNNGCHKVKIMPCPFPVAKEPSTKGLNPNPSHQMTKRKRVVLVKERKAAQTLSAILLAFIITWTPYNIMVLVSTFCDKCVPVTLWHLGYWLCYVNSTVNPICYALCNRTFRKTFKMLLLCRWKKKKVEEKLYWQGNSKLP
M4 ag – CHRM4 agonism in calcium assay. hit rate 0.14% among 360,000. CHO-K1 hM4/Gqi5, Fluo-8 calcium fluorescence; vehicle 0%, full acetylcholine response 100%. P08173. activation, % at 3 µM;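 active means activation above the run mean over all test wells plus 3 SD, cut at about 32% in these data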;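 further: peak over basal fluorescence ratio per well then scaled between controls; 0% = DMSO wells and 100% = acetylcholine at EC100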
Target sequence (P08173 whole entry, looked up): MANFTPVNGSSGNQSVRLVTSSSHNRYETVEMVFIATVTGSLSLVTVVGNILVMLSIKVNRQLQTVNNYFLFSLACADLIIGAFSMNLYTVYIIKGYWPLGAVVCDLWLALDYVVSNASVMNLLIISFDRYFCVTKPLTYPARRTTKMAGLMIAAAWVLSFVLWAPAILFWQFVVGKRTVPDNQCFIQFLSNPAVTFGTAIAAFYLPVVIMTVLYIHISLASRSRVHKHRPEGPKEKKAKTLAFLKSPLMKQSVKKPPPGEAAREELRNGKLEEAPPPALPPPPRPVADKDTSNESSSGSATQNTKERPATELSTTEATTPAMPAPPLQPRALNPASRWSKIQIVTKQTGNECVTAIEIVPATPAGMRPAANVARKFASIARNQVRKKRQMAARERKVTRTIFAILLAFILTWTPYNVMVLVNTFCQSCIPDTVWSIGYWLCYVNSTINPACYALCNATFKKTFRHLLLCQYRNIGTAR
M4 antag – CHRM4 antagonism in calcium assay; CHO-hM4 cells, ACh EC80, Fluo-8 calcium fluorescence; inhibition, % at 3 µM; hit rate 0.73% among 360,000; AID 624125;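 active means inhibition above its plate's cutoff, the mean inhibition of sample wells plus 3 SD, cut at about 27% in these data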;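 further: 0% = acetylcholine EC80 with DMSO and 100% = DMSO without agonist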
M4 PAM – positive allosteric modulators of human muscarinic M4 receptor; AID 624126; P08173; hit rate 0.4% among 360,000; activation, % at 3 µM; CHO-K1 hM4/Gqi5, Fluo-8 calcium fluorescence, ACh EC20; 0% = ACh EC20, 100% = maximal ACh;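 active means activation above its plate's cutoff, the mean activation of sample wells plus 3 SD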; further: some results filed as inactive read as strong as hits
M5 ag – CHRM5 agonism in calcium assay; P08912; activation, % at 3 µM; hit rate 0.19% among 360,000; CHO-K1 hM5 cells, Fluo-8 calcium fluorescence; 0% DMSO wells, 100% maximal acetylcholine response;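 active means activation above the run's mean over test compounds plus 3 SD, cut at about 23% in these data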;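 further: signal is peak over basal fluorescence ratio across the kinetic read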
CRFR2-BP ag – agonists of human CRF-binding protein/CRF-R2 receptor complex; HEK293 CRF-R2/CRF-BP, calcium dye fluorescence (FLIPR); percent of saturating CRF peptide response; activation, % at 13.2 µM; hit rate 0.46% among 350,000;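 active means activation of at least 50%, plus an integration ratio under a set limit after plate pattern correction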;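 further: plate controls were neutral control wells without compound for no effect and CRF at EC100 for full effect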
CHRM1 PAM – potentiates human M1 receptor response to acetylcholine | P11229 | CHO-K1 hM1, Fluo-8 calcium fluorescence, ACh EC20; 0% = ACh EC20, 100% = maximal ACh | activation, % at 3 µM | hit rate 0.088% among 360,000; in the data active means activation above about 19%, passing the limit was not always enough
CHRM5 PAM – potentiates acetylcholine response at human M5 receptor; CHO-K1 hM5, Fluo-8 calcium, ACh EC20 PAM; 0% = ACh EC20, 100% = ACh EC100; activation, % at 3 µM; hit rate 0.3% among 360,000; AID 624038;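 active means activation above the run cutoff, the mean activation of all test compounds plus 3 SD, cut at about 18% in these data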
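Test system: CHO-K1 hM5 cells / Doses: single-point, 3 µM nominal / Times: Post-acetylcholine fluorescence recording 140 s / Technique: Fluo-8 calcium fluorescence / Measure: Max/basal fluorescence ratio as % of EC20–EC100 ACh window / Benchmarks: low control EC20 acetylcholine (0%), high control EC100 acetylcholine (100%) / Replicates: one well per compound, no replicates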
* marks the source's active call; other numbers are inactive results; . = not tested or not shown.

SMILES	CRFR2-BP antag	CHRM5 antagonist	M4 ag	M4 antag	M4 PAM	M5 ag	CRFR2-BP ag	CHRM1 PAM	CHRM5 PAM
CCN1C(=O)[C@H]2[C@H]3CN=C(SCc4ccc(C#N)cc4)N3[C@@](Cc3ccccc3)(C(=O)OC)[C@H]2C1=O	-4	6	5	-6	4	2	-1.5	4	-1
COc1ccccc1CNC(=O)CNCC1CCCO1 (configuration not stated)	-2	-6	0	5	3	-4	-1.4	9	8
CC(Sc1nnc(COc2ccccc2)n1-c1ccccc1)C(=O)O (configuration not stated)	10	-3	0	-7	-2	2	10	5	-1
COc1ccc(C(=O)COC(=O)CN2C(=O)C3CC=CCC3C2=O)c(OC)c1 (configuration not stated)	0	9	1	1	4	0	3.8	7	1
Cc1c(NC(=O)CCCCCN2C(=O)c3ccccc3C2=O)c(=O)n(-c2ccccc2)n1C	-15	21	0	1	3	1	-0.8	-1	-10
CC(C)(C)c1ccccc1NC(=O)CN1C(=O)NC2(CCCCCC2)C1=O	-9	-4	2	0	7	4	0.7	-1	-9
O=C1CC(c2ccc(Cl)cc2)Oc2ccc(Cl)cc21 (configuration not stated)	-23	-4	-1	1	2	5	2.7	2	11
Cc1ccc2[nH]c3c(c2c1)CCC3=O	-11	-1	-2	8	24	-3	-0.1	2	0
CCCCc1nnc(SCc2ccc(OCC)cc2)n1N	14	3	1	-6	6	-7	0.3	-1	-14
CCCn1c(SCc2nc3sc(C)c(C)c3c(=O)[nH]2)nc2ccccc2c1=O	-13	-1	0	2	1	-2	5.9	6	1
CCn1c(SCC(=O)NCC2CCCO2)nnc1-c1ccccc1 (configuration not stated)	5	4	1	-9	10	2	-1.3	9	-1
Cc1ccc2sc(N(CCCN(C)C)C(=O)CN3C(=O)c4ccccc4C3=O)nc2c1C	-8	13	19	17	-13	-6	4.0	0	-7
O=C(NN=C1CCCCCCC1)C(=O)NC1CCCCC1	-7	5	0	1	-1	-2	-1.2	1	2
Cc1ccccc1C(=O)Oc1cccc(Nc2ncnc3ccccc23)c1	7	22	13	13	-11	4	2.9	-13	-20
CCc1ccc(NC(=S)N(CCN2CCCCC2)Cc2ccco2)cc1	0	-3	0	1	-13	-7	-0.2	-8	0
Cc1ccc2c(C(=O)CN3CCC4(CC3)OCCO4)c(C)[nH]c2c1	13	-10	1	5	-1	-2	0.5	5	1
CCCN(CCC)CCCNc1ccc(C(=O)Nc2cccc(OC)c2)cc1[N+](=O)[O-]	11	4	3	2	-13	-10	-1.1	-24	4
COc1ccc(NS(=O)(=O)c2ccc(NC(C)=O)cc2)cc1OC	-4	22	1	16	-2	-3	0.1	5	-11
CCOC(=O)CC1CCCCN1C(=O)CCCn1nnnc1CN1CCC(C)CC1 (configuration not stated)	2	-2	1	1	-4	0	1.9	1	-2
CCNC(=O)N(C)C[C@H]1N[C@@](Cc2ccccc2)(C(=O)OC)[C@H]2C(=O)N(C)C(=O)[C@@H]12	6	-7	1	3	0	1	0.1	12	3

Some entries already given, reduced to CHRM5 antagonist:
Molecule,CHRM5 antagonist
O=C1CC(c2ccc(Cl)cc2)Oc2ccc(Cl)cc21 (configuration not stated),-4
CCCN(CCC)CCCNc1ccc(C(=O)Nc2cccc(OC)c2)cc1[N+](=O)[O-],4
Cc1ccc2[nH]c3c(c2c1)CCC3=O,-1
CCn1c(SCC(=O)NCC2CCCO2)nnc1-c1ccccc1 (configuration not stated),4

The main list resumes, repeating the six entries before the break.
SMILES	CRFR2-BP antag	CHRM5 antagonist	M4 ag	M4 antag	M4 PAM	M5 ag	CRFR2-BP ag	CHRM1 PAM	CHRM5 PAM
CCc1ccc(NC(=S)N(CCN2CCCCC2)Cc2ccco2)cc1	0	-3	0	1	-13	-7	-0.2	-8	0
Cc1ccc2c(C(=O)CN3CCC4(CC3)OCCO4)c(C)[nH]c2c1	13	-10	1	5	-1	-2	0.5	5	1
CCCN(CCC)CCCNc1ccc(C(=O)Nc2cccc(OC)c2)cc1[N+](=O)[O-]	11	4	3	2	-13	-10	-1.1	-24	4
COc1ccc(NS(=O)(=O)c2ccc(NC(C)=O)cc2)cc1OC	-4	22	1	16	-2	-3	0.1	5	-11
CCOC(=O)CC1CCCCN1C(=O)CCCn1nnnc1CN1CCC(C)CC1 (configuration not stated)	2	-2	1	1	-4	0	1.9	1	-2
CCNC(=O)N(C)C[C@H]1N[C@@](Cc2ccccc2)(C(=O)OC)[C@H]2C(=O)N(C)C(=O)[C@@H]12	6	-7	1	3	0	1	0.1	12	3
CCOC(=O)N1CCN(S(=O)(=O)N2CCCC(C(=O)NCCc3ccccc3)C2)CC1 (configuration not stated)	5	-3	1	0	-1	0	0.4	5	1
Cn1c(=O)c2c(ncn2CC(=O)Nc2ccccc2N2CCOCC2)n(C)c1=O	-8	1	0	-2	8	2	-1.9	3	1
COc1ccccc1NC(=O)C(C)n1cnc2c(oc3nc4c(cc32)CCCC4)c1=O (configuration not stated)	-11	-13	2	1	1	2	0.2	14	15
CCN(CC)S(=O)(=O)c1ccc(Cl)c(NC(=O)COC(=O)c2c(C)noc2C)c1	12	2	9	-4	6	4	-1.6	6	-2
OCCOCCn1c(CCNc2nc(-c3ccc(Cl)cc3)cs2)nc2cc(Cl)c(Cl)cc21	-3	11	7	7	-2	0	0.5	2	-6
COC(=O)c1nn(-c2ccccc2)c(Sc2ccc(C)cc2)c1/C=N/O	9	-2	-1	1	-2	-4	0.1	0	-1
COCCCNC(=O)C1CC(=O)N(CCc2ccc(OC)c(OC)c2)C1 (configuration not stated)	-3	1	2	4	1	-1	-0.3	8	2
CCC(c1nnnn1-c1ccc2c(c1)OCCO2)N1CCN(C/C=C/c2ccccc2)CC1 (configuration not stated)	.	9	10	-5	-8	-4	.	-17	-21
CCCN=C1NC(=O)C(CC(=O)NCCc2ccc(OC)c(OC)c2)S1 (configuration not stated)	3	3	1	-10	-8	-4	3.1	8	-7
C/C(=N\NC(=O)c1ccoc1C)c1ccccc1	-7	21	0	5	-8	-4	-1.1	1	-11
CCC(=O)N1CCc2cc(S(=O)(=O)N3CCN(c4cc(Cl)ccc4C)CC3)ccc21	-8	-7	1	-4	1	2	1.2	5	4
CCC1Sc2ccccc2N(CC(=O)NCCC(C)C)C1=O (configuration not stated)	-17	1	1	1	-2	0	0.9	-9	-4
Cc1ccc(S(=O)(=O)NCCCNC(=O)N2CCOCC2)cc1	-4	-7	0	-12	9	-2	0.9	2	-2
COc1cc2c(cc1OC)C(c1ccccc1OC(C)C)CC(=O)N2 (configuration not stated)	-3	-10	0	-5	2	9	-0.3	11	8
O=P(c1ccccc1)(c1ccccc1)c1ccccc1C(Br)Br	1	4	-3	-14	6	-3	1.6	22	0
CC(=O)Nc1cc2cc(NS(=O)(=O)c3ccc(Cl)cc3)ccc2oc1=O	-10	-1	1	6	-2	7	0.0	16	7
O=C(CN1C(=O)NC2(CCCCC2)C1=O)N(Cc1ccco1)Cc1cccs1	5	-7	2	0	2	-6	-0.5	6	6
COc1ccc(/C=C/C(=O)N2CCN(S(=O)(=O)c3ccccc3)CC2)cc1OC	5	-1	3	0	-11	-1	-1.1	1	-1
CC(C)(O)CN(CCCNC(=S)Nc1ccccc1)C(=S)Nc1ccccc1	1	14	2	-2	-1	1	3.8	4	-4
COc1ccc2c(c1)[nH]c1c(=O)n(N)cnc12	14	-7	1	-14	12	1	-4.3	6	0

4 entries already listed, arranged by their value in M4 antag, smallest number first.
compound | M4 antag
CCC(=O)N1CCc2cc(S(=O)(=O)N3CCN(c4cc(Cl)ccc4C)CC3)ccc21 | -4
CCOC(=O)N1CCN(S(=O)(=O)N2CCCC(C(=O)NCCc3ccccc3)C2)CC1 (configuration not stated) | 0
CCC1Sc2ccccc2N(CC(=O)NCCC(C)C)C1=O (configuration not stated) | 1
COCCCNC(=O)C1CC(=O)N(CCc2ccc(OC)c(OC)c2)C1 (configuration not stated) | 4

The list continues.
SMILES	CRFR2-BP antag	CHRM5 antagonist	M4 ag	M4 antag	M4 PAM	M5 ag	CRFR2-BP ag	CHRM1 PAM	CHRM5 PAM
Cn1nc(C(=O)NC2=NCCS2)ccc1=O	15	-5	0	-2	-3	-2	0.2	6	0
Cc1nn(C)c2ncc(C(N)=O)c(Oc3ccc(Cl)cc3)c12	-12	1	0	6	-4	0	-1.6	-3	0
Cn1nccc1C(=O)NC1CCCc2c1cnn2-c1cc(F)cc(F)c1 (configuration not stated)	-13	13	9	1	-2	1	-2.2	4	-8
CC1(C)CC(NS(=O)(=O)c2ccc3ccccc3c2)CC(C)(C)N1	1	-10	4	-19	3	-2	-0.2	15	18*
COc1ccc([N+](=O)[O-])cc1NC(=O)CCN1CCOCC1	0	7	0	5	-7	-4	0.1	2	0
CCCC(=O)N1CCCC1(C)C(=O)Nc1ccc2c(c1)CCN2C(C)=O (configuration not stated)	.	10	0	-11	3	1	.	6	1
O=S(=O)(Nc1ccc(F)cc1)c1ccc(NS(=O)(=O)c2cccs2)cc1	2	5	2	2	-6	-4	-0.8	13	-3
O=C1CCCN2N=C(SCC(=O)Nc3ccc(Br)cc3)SC2=N1	3	4	2	3	-2	0	-0.5	1	-3
Nc1ccc(Br)c[n+]1Cc1cccc2cccnc12	-5	-2	1	-1	-8	-9	-1.5	-1	8
C=CCNCCCOc1ccc(Cl)cc1C(C)(C)C	-56	-2	8	1	1	0	-1.2	6	6
O=C(NCCCN1CCCC1=O)c1cc(NS(=O)(=O)c2ccc(F)cc2)cc(NS(=O)(=O)c2ccc(F)cc2)c1	13	-1	2	9	-1	-1	0.1	7	1
CCOC(=O)c1c(C)nc2c(C)cccn12	4	1	1	4	4	0	1.1	6	-2
CC(C)Nc1nc(NCCO)nc2ccccc12	.	-2	1	0	1	-2	.	.	-2
Cc1cc(Cl)ccc1C(O)c1ncc(-c2cccc(C(F)(F)F)c2)[nH]1 (configuration not stated)	.	-1	9	-5	-3	1	.	-3	-1
Cc1onc(-c2ccccc2Cl)c1C(O)c1ccc(F)cc1 (configuration not stated)	7	4	1	4	-5	-9	0.3	1	-4
CCC(c1nnnn1Cc1ccco1)N(CCc1ccccc1)Cc1cc2ccc(OC)cc2[nH]c1=O (configuration not stated)	1	-1	1	-12	12	-2	2.2	8	3
